Screening data as filed in PubChem.
p53ts 39C kill = cytotoxicity in p53ts cells at nonpermissive temperature; H1299-p53A138V viability at 39C, ATP luminescence, 24 h; Potency, µM (titrated, usually from 46.1 µM), without a hit: top-dose activity change, negative = cell killing, hits mostly cytotoxic; actives 1.5% (n = 130,000); AID 902; further: nearly all actives have a fitted effect of over 55% in size
p53ts 32C tox = kills p53ts cells at the permissive temperature | H1299-p53A138V at 32C, ATP luminescence viability, 24 h | Potency, µM (titrated, usually from 46.1 µM), for inactives: at the highest dose activity change, negative = cytotoxicity, hits mostly cytotoxic | actives 0.93% (n = 130,000) | AID 924;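 further: 0% = DMSO and -100% = full killing by reference compound; nearly all actives have a fitted effect of over 55% in size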
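Cells: H1299 p53ts (A138V), 600/well, pre-incubated 16–30 h at 37C. Cpd up to 46 uM, 24 h, 32C. Readout: ATPlite luminescence, 20 min RT. Normalization: DMSO vs tamoxifen 100 uM. AC50 by Hill equation.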
Imprint erasure = induces erasure of genomic imprints in mouse ES cells; mouse ES Peg3-LacZ reporter, beta-gal luminescence, 40 h; Potency, µM (highest dose often 60.7 µM), without a hit: at the top dose activity change, positive = activation, most hits filed as activators; actives 0.02% (n = 110,000);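 further: 0% = negative control wells on the plate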
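Gelatin-coated wells received 300 freshly trypsinized female ES cells with a Peg3LacZ-Neo reporter on the maternal allele, then incubated 40 hours at 37C. BetaGlo was added for 5 minutes at room temperature before a single luminescence read.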
IkB signaling = IkB pathway inhibition in ABC-DLBCL cells. ABC-DLBCL IkBa-CBG/CBR dual luciferase ratio, 4 h; response scale: scaled: untreated 0%, proteasome inhibitor 100%. Potency, µM (series often up to 57.1 µM), without a hit: at the top dose IkBa stabilization activation. AID 445. actives 0.04% (n = 110,000); active means well fitted curve in the direction sought with a large enough effect in the signal ratio, not every such curve was filed as active; inconclusive means small, poorly fitted or top-dose-only effect, or a change in a side signal; the % refers to the signal ratio;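 further: the direction sought is a rising ratio; 0% = basal untreated cells and 100% = reference inhibitor full response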
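In this assay, an IκBα–CBG68 fusion accumulates when IKK-driven degradation is blocked; native CBR normalizes for cell number. OCI-Ly3 cells were treated 4 h with compound and doxycycline, then green and red light read after Chroma-Glo addition.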
The depositor's hits bear a star; & = joins results of further samples; [ ] = remark or other dose. Unless noted, the call rests on the fitted dose curve; in most records, active means well fitted curve in the direction sought with a large enough effect; inconclusive means small, poorly fitted or top-dose-only effect, or another doubt; inactive means no such curve, though single readings can be large; an effect the other way counts as inactive or inconclusive. Unless noted, on the % scale 0 is the no-effect control and ±100 the full control effect; potency means the concentration at half of the fitted maximal effect.

Screening Clc1cccc(Nc2c3c(nc4ncnn24)CCC3)c1 returned p53ts 39C kill -2%, p53ts 32C tox 1% and IkB signaling -1.6%.
For CCOc1ccc(C2C(C(=O)Nc3ccc(C)cc3C)=C(C)Nc3c(C(=O)Nc4ccc(C)cc4)cnn32)cc1OC (stereo unspecified) the results were p53ts 39C kill -9%, p53ts 32C tox 2%, Imprint erasure 4%[10.9 µM] and IkB signaling 0.0%.
`O=C(NCc1ccccc1)C(=O)Nc1c2c(nn1-c1ccc(F)cc1)CSC2` gave p53ts 39C kill 2%, p53ts 32C tox 5%, Imprint erasure -16%[10.9 µM] and IkB signaling 2.6%.
For O=C(NC1CCCCC1)C1CCN(c2nnnn2-c2ccccc2)CC1 the results were p53ts 39C kill -6%, p53ts 32C tox 4%, Imprint erasure 7% and IkB signaling 0.2%.
Screening COC(=O)c1cn(NC(=O)c2ccncc2)c(=O)c2ccccc12 returned p53ts 39C kill -2%, p53ts 32C tox 3%, Imprint erasure -6% and IkB signaling 4.4%.
`C=CCn1c(=O)/c(=C/c2ccc(F)cc2)s/c1=C(\C#N)c1nnc2n1CCCCC2` gave p53ts 39C kill 8%, p53ts 32C tox 11%, Imprint erasure -13% and IkB signaling 0.9%.
Screening CCN(CCCNC(=O)CCn1c(=O)[nH]c2ccccc2c1=O)c1ccccc1 returned p53ts 39C kill -3%, p53ts 32C tox 12%, Imprint erasure -3% and IkB signaling 0.4%.
For COc1ccc(-c2noc(-c3ccccc3OCC(=O)Nc3ccc(C(C)=O)cc3)n2)cc1 the results were p53ts 39C kill -16%, p53ts 32C tox 9%, Imprint erasure -16%[10.9 µM] and IkB signaling inconclusive.
COc1ccc(N2CCN(Cc3nc(-c4ccc(Cl)cc4Cl)no3)CC2)cc1 was read as p53ts 39C kill -2%, p53ts 32C tox -10%, Imprint erasure 17% and IkB signaling 2.3%.
For Cc1cc(C)cc(NC(=O)Cc2csc(C)n2)c1 the results were p53ts 39C kill 5%, p53ts 32C tox -1%, Imprint erasure -11%[10.9 µM] and IkB signaling -0.5%.
Screening C=CCNC(=O)Nc1ccc(OCC)cc1 returned p53ts 39C kill -5%, p53ts 32C tox -16%, Imprint erasure -35%[inhibitor] and IkB signaling -2.3%.
CC(C(=O)N1CCN(C=O)CC1)N1C(=O)c2ccccc2C1=O (stereo unspecified) was read as p53ts 39C kill -8%, p53ts 32C tox 8%, Imprint erasure 0% and IkB signaling -0.2%.
For CCSc1cc(C2C(C#N)=C(N)OC(C)=C2C(=O)OC)c(C)o1 (stereo unspecified) the results were p53ts 39C kill -5%, p53ts 32C tox 4%, Imprint erasure -2% and IkB signaling 2.8%.
`O=C(Cn1cc(C(=O)c2ccccc2)c(=O)c2cc3c(cc21)OCCO3)Nc1ccc(F)c(F)c1` gave p53ts 39C kill -10%, p53ts 32C tox 19%, Imprint erasure 19%[10.9 µM] and IkB signaling inconclusive.
`O=C(NC1CCN(Cc2ccccc2)CC1)C1CCCN(c2nnc(-n3cccc3)s2)C1` (stereo unspecified) gave p53ts 39C kill 8%, p53ts 32C tox -6%, Imprint erasure -18% and IkB signaling 1.0%.
For CC(=O)OCc1cnc(C)c2oc(=O)c(C(=O)Nc3ccc(F)cc3C)cc12 the results were p53ts 39C kill -20%, p53ts 32C tox -6%, Imprint erasure -6%[10.9 µM] and IkB signaling -0.5%.
Screening CCn1c(NCc2cc(OC)ccc2OC)nc2ccccc21 returned p53ts 39C kill -5%, p53ts 32C tox -20%, Imprint erasure -18% and IkB signaling -0.3%.
Screening c1ccc(CN2CCC3(CCCc4ccccc43)CC2)cc1 returned p53ts 39C kill inconclusive, p53ts 32C tox -22%, Imprint erasure -14% and IkB signaling -2.4%.
For Cn1c(=O)cc(OCC(=O)Nc2ccccn2)c2ccccc21 the results were p53ts 39C kill -4%, p53ts 32C tox -1%, Imprint erasure -12% and IkB signaling -2.4%.
COc1ccc(Br)cc1CNC(=O)CN1C(=O)CSc2ccc(S(=O)(=O)N3CCOCC3)cc21 was read as p53ts 39C kill -21%, p53ts 32C tox 6%, Imprint erasure -13%[10.9 µM] and IkB signaling inconclusive.
Screening Cc1cccc(OCC(O)CN2C(C)(C)CC(O)CC2(C)C)c1 (stereo unspecified) returned p53ts 39C kill 7%, p53ts 32C tox 4%, Imprint erasure -6% and IkB signaling 3.7%.
Screening CCOC(=O)c1ccc2c(c1)nc(SCC(=O)N1CCCCC1)n2CC returned p53ts 39C kill -1%, p53ts 32C tox 9%, Imprint erasure -21% and IkB signaling 0.0%.
Screening O=C(O)Cc1nn(Cc2ccc(Br)cc2F)c(=O)c2ccccc12 returned p53ts 39C kill 3%, p53ts 32C tox 0%, Imprint erasure -10% and IkB signaling 0.7%.
For CCC(C)NC(=O)CN(c1ccc2c(c1)OCO2)S(=O)(=O)c1c(C)n[nH]c1C (stereo unspecified) the results were p53ts 39C kill 14%, p53ts 32C tox -4%, Imprint erasure -6% and IkB signaling -1.2%.
c1cnc2c(c1)ccc1cccnc12 was read as p53ts 39C kill 3.2µM*, p53ts 32C tox inconclusive, Imprint erasure -54%&-44%[inhibitor] and IkB signaling 0.6%[11.4 µM].
Cc1ccc(S(=O)(=O)Oc2ccc(C)cc2/C=N/N=C2\NC(=O)C(C)S2)cc1 (stereo unspecified) was read as p53ts 39C kill inconclusive and p53ts 32C tox -24%.
Cc1cc(C)cc(C(=O)N2CCN=C2SCc2ccc([N+](=O)[O-])cc2)c1 was read as p53ts 39C kill -6% and p53ts 32C tox 14%.
CCCc1nc2oc3c(NCc4ccccn4)ncnc3c2c2c1COC(C)(C)C2 was read as p53ts 39C kill 6%, p53ts 32C tox 4%, Imprint erasure 11% and IkB signaling -1.8%.
For COc1cc(CO)cc(Br)c1OCC(=O)O the results were p53ts 39C kill 0%, p53ts 32C tox -3%, Imprint erasure -4% and IkB signaling -1.9%.
O=C(CSc1nc2c(cnn2-c2ccc(F)cc2)c(=O)[nH]1)N1CCCc2ccccc21 was read as p53ts 39C kill 5%, p53ts 32C tox 9%, Imprint erasure inconclusive and IkB signaling -0.4%.

In the list so far, two have a furan ring, fused or not:
For CCSc1cc(C2C(C#N)=C(N)OC(C)=C2C(=O)OC)c(C)o1 (stereo unspecified) the results were p53ts 39C kill -5%, p53ts 32C tox 4%, Imprint erasure -2% and IkB signaling 2.8%.
CCCc1nc2oc3c(NCc4ccccn4)ncnc3c2c2c1COC(C)(C)C2 was read as p53ts 39C kill 6%, p53ts 32C tox 4%, Imprint erasure 11% and IkB signaling -1.8%.

Next part
For COC(=O)C1=C(C)N(c2ccc(OC)c(OC)c2)C(=O)C1 the results were p53ts 39C kill -4%, p53ts 32C tox -1%, Imprint erasure -17% and IkB signaling inconclusive.
COC(=O)c1sc(N2C(=O)c3oc4ccc(C)cc4c(=O)c3C2c2ccc(OC)cc2)nc1C (stereo unspecified) was read as p53ts 39C kill 21%, p53ts 32C tox -7%, Imprint erasure -5%[10.9 µM] and IkB signaling -0.7%.
Screening COC(=O)c1c(C)sc(-c2c(-c3cccc(Cl)c3)[nH]c3c2c(=O)[nH]c(=O)n3C)c1O returned p53ts 39C kill 19%, p53ts 32C tox 12%, Imprint erasure -8%[10.9 µM] and IkB signaling inconclusive.
For CCn1c2c(c(=O)n3ncc(C(=O)Nc4cc(Cl)ccc4C)c13)CN(Cc1ccc(OC)cc1)CC2 the results were p53ts 39C kill -23%, p53ts 32C tox -13%, Imprint erasure 5%[10.9 µM] and IkB signaling inconclusive.
For CC(=O)Nc1ccccc1-c1ccc(C)o1 the results were p53ts 39C kill 1%, p53ts 32C tox 13%, Imprint erasure -8% and IkB signaling 0.4%.
Screening Cc1ccccc1-n1c(SCC(=O)NCc2cccs2)nnc1-c1ccncc1 returned p53ts 39C kill 3%, p53ts 32C tox 7%, Imprint erasure 4% and IkB signaling 0.4%.
`Cc1noc(C)c1-c1cc(N(C)C)ncn1` gave p53ts 39C kill 7%, p53ts 32C tox 3%, Imprint erasure 3% and IkB signaling 0.5%[11.4 µM].
`Nc1ccc2c(c1)C(=O)N(CCCCCC(=O)O)C2` gave p53ts 39C kill 26% and p53ts 32C tox -4%.
`C/C(Cl)=C/Cn1c(SCc2ccc(Cl)cc2)nc2c1c(=O)[nH]c(=O)n2C` gave p53ts 39C kill 6%, p53ts 32C tox 2%, Imprint erasure 5% and IkB signaling -1.0%.
Screening Cc1cc(=O)oc2cc(NC(=O)CCCC(=O)O)ccc12 returned p53ts 39C kill -9%, p53ts 32C tox -2%, Imprint erasure -37%[inhibitor] and IkB signaling 3.1%.
For Cc1cc2oc(=O)cc(CN3CCN(S(=O)(=O)c4ccc5c(c4)OCCO5)CC3)c2cc1C the results were p53ts 39C kill -2%, p53ts 32C tox 3%, Imprint erasure -7% and IkB signaling 1.3%.
For CC(C)(CSc1nncn1/N=C/c1ccco1)NS(=O)(=O)c1ccc(Cl)cc1 the results were p53ts 39C kill -5%, p53ts 32C tox 5%, Imprint erasure -9% and IkB signaling 0.6%.
Screening CCOC(=O)N1CCN(CC(=O)Nc2cc(C)nn2-c2nc3ccccc3s2)CC1 returned p53ts 39C kill -2%, p53ts 32C tox 1%, Imprint erasure -8% and IkB signaling -1.6%.
Screening COc1ccc(N2CCN(C(=O)CCS(=O)(=O)c3cc4c(cc3Cl)NC(=O)CO4)CC2)cc1 returned p53ts 39C kill inconclusive, p53ts 32C tox -12%, Imprint erasure -11%[10.9 µM] and IkB signaling 0.7%.
For C=CCn1c(SCC(=O)Nc2ccc(C(=O)OC(C)C)cc2)nnc1-c1cccs1 the results were p53ts 39C kill -7%, p53ts 32C tox -5%, Imprint erasure -8% and IkB signaling 1.7%.

Structural class: the compounds so far with two or more sulfur atoms.
COc1ccc(Br)cc1CNC(=O)CN1C(=O)CSc2ccc(S(=O)(=O)N3CCOCC3)cc21 was read as p53ts 39C kill -21%, p53ts 32C tox 6%, Imprint erasure -13%[10.9 µM] and IkB signaling inconclusive.
Cc1ccc(S(=O)(=O)Oc2ccc(C)cc2/C=N/N=C2\NC(=O)C(C)S2)cc1 (stereo unspecified) was read as p53ts 39C kill inconclusive and p53ts 32C tox -24%.
Screening Cc1ccccc1-n1c(SCC(=O)NCc2cccs2)nnc1-c1ccncc1 returned p53ts 39C kill 3%, p53ts 32C tox 7%, Imprint erasure 4% and IkB signaling 0.4%.
For CC(C)(CSc1nncn1/N=C/c1ccco1)NS(=O)(=O)c1ccc(Cl)cc1 the results were p53ts 39C kill -5%, p53ts 32C tox 5%, Imprint erasure -9% and IkB signaling 0.6%.
For C=CCn1c(SCC(=O)Nc2ccc(C(=O)OC(C)C)cc2)nnc1-c1cccs1 the results were p53ts 39C kill -7%, p53ts 32C tox -5%, Imprint erasure -8% and IkB signaling 1.7%.

Next records follow:
Screening OCCN1CCN(CCSc2ccccc2)CC1 returned p53ts 39C kill 11%, p53ts 32C tox 1%, Imprint erasure -8% and IkB signaling -1.3%.
For Cc1ccc(S(=O)(=O)NCCSc2nnnn2-c2ccc(C(N)=O)cc2)cc1 the results were p53ts 39C kill 7%, p53ts 32C tox 12%, Imprint erasure -13% and IkB signaling -1.2%.
Screening CCOC(=O)c1[nH]c2ccccc2c1NC(=O)c1nonc1C returned p53ts 39C kill 2% and p53ts 32C tox 9%.
O=C(C1CCCN(S(=O)(=O)c2ccc(Br)s2)C1)N1CCN(c2ccc(F)cc2)CC1 (stereo unspecified) was read as p53ts 39C kill -23%, p53ts 32C tox 9%, Imprint erasure -12%[10.9 µM] and IkB signaling inconclusive.
CCOC(=O)C1CCCN(c2c(NCCc3ccc(S(N)(=O)=O)cc3)c(=O)c2=O)C1 (stereo unspecified) was read as p53ts 39C kill 2%, p53ts 32C tox 7%, Imprint erasure -7% and IkB signaling 0.6%.
COc1ccccc1CNC(=O)c1ccc(CS(=O)(=O)c2ccccc2C)o1 was read as p53ts 39C kill 2%, p53ts 32C tox 5%, Imprint erasure -5%[10.9 µM] and IkB signaling inconclusive.
`CCOC(=O)CSc1nc2ccccc2c(=O)n1CCN1CCOCC1` gave p53ts 39C kill 5%, p53ts 32C tox 14%, Imprint erasure -11% and IkB signaling -0.9%.
